Assay outcomes deposited in PubChem BioAssay by Broad Institute.
C2C12 statin: protects C2C12 myotubes from simvastatin toxicity. rescue of ATP level, % at 7.49 µM. 330,000 compounds, 0.78% hits. ATP luminescence, 48 h; scaled: DMSO 0, geranylgeraniol control 100;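 active means mean ATP rescue above about 67%, or every replicate alone reaching that limit, limit read from the data, passing the limit was not always enough; inconclusive means no clear call, values can overlap the other calls; inactive means mean under the limit and some replicate under it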;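 further: myotubes were challenged with 10 µM simvastatin during compound exposure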
SIRT5 inh: sirtuin-5 (human) deacylase inhibition | 330,000 compounds, 1.1% hits | inhibition, % at 15 µM | Q9NXA8 | Purified SirT5, succinyl-peptide AMC, trypsin-coupled fluorescence; in the data active means inhibition above about 15%; inconclusive means no clear call, values can overlap the other calls
Target sequence (Q9NXA8 whole entry, looked up): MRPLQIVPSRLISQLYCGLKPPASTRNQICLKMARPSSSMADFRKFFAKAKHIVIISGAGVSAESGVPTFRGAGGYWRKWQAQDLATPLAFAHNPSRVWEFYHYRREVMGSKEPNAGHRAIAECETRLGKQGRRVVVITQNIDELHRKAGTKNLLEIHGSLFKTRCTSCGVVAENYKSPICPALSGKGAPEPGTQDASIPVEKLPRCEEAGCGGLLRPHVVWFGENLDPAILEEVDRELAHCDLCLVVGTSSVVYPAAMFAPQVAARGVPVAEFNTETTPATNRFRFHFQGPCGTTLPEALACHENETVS
S100A4 MyoIIA: blocks human S100A4 binding to myosin IIA peptide | P26447 | S100A4/TAMRA-MyoIIA peptide fluorescence polarization | 360,000 compounds, 0.14% hits | inhibition, % at 10.7 µM;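 active means mean inhibition of at least 70% across replicates, with every replicate also reaching that level; inconclusive means mean inhibition reaches 70% but some replicates fall short; inactive means mean inhibition below 70%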
Target sequence (P26447 whole entry, looked up): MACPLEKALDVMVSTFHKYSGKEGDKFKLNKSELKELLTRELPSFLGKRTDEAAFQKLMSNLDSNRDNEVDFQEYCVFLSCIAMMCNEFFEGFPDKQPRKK
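Material: S100A4 monomer protein | Medium: HEPES pH 7.2 with CaCl2, KCl, NaCl, DTT, Triton | Reagent: Labelled myosin peptide probe, 5 nM | Doses: One dose per compound | Times: 5 min incubation before reading | Benchmarks: Neutral control DMSO, positive control TFP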
PglD DTNB: PglD (C. jejuni) enzyme inhibition. purified PglD enzyme, DTNB colorimetric CoA detection. inhibition, % at 12.5 µM. 360,000 compounds, 0.098% hits. AID 602405; in the data active means inhibition above about 16%, passing the limit was not always enough; inconclusive means no clear call, values can overlap the other calls; further: strong numbers were not always called active
E-sel inducer: induces E-selectin expression in human endothelial cells | P16581 | HUVEC E-selectin immunofluorescence imaging; normalized: neutral wells 0, TNF-alpha wells 100 | activation, % at 7.58 µM | 260,000 compounds, 0.37% hits | AID 686992;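 active means mean E-selectin-positive cell signal at least 10% of the positive control, reached in at least 60% of replicates, without over 20% cell loss; inconclusive means no rule given, readout overlaps actives, possibly toxicity-flagged; inactive means the rest, including those meeting only one limit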;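 further: in these data hits start at about 27%; measured in HUVEC primary endothelial cells; signal is the percent of cells scored E-selectin positive by PE staining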
Target sequence (P16581 whole entry, looked up): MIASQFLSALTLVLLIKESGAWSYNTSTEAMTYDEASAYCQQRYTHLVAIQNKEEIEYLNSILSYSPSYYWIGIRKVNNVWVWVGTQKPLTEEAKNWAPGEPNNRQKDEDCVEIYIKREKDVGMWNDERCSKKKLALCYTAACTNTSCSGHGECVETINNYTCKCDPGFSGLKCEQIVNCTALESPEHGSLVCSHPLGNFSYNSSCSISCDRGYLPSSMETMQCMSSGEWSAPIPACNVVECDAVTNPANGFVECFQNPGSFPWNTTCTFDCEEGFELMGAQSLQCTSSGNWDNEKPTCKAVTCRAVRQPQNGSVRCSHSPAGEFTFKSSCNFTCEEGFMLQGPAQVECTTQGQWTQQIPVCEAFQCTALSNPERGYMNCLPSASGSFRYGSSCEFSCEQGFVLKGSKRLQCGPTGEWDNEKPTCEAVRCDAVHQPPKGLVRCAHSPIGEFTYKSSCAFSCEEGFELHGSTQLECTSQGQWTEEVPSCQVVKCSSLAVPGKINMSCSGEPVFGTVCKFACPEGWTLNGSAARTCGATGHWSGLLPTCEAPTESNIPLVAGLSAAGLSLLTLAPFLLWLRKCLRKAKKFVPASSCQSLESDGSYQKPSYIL
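assay system = HUVEC, human umbilical vein endothelial cells | input = 3,000 HUVEC seeded per well | medium = EGM-2 growth medium on 0.1% gelatin-coated wells | dosing = one compound dose added by pin transfer | signal = immunofluorescence imaging | read-out basis = % PE-positive cells | control set = TNF-alpha, DMSO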
DENV2 CPE rescue: protects cells from dengue virus 2 cytopathic effect; DENV2-infected cells, cytopathic effect rescue, plate reader; CPE inhibition, % at 9.99 µM; 350,000 compounds, 1.7% hits; AID 651640; in the data active means CPE inhibition above about 20%, passing the limit was not always enough; inconclusive means no clear call, values can overlap the other calls; tested in BHK-21 cells;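 further: 0% = median of neutral control wells and 100% = median of positive control wells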
ERp5 inh: blocks human ERp5 reductase activity on insulin. Q15084. 350,000 compounds, 0.05% hits. inhibition, % at 9.99 µM. ERp5 insulin aggregation, absorbance 650 nm, 90 min;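 active means mean replicate inhibition above about 25%, with every replicate also reaching it, limit read from the data, passing the limit was not always enough; inconclusive means only one of those two criteria met; inactive means neither criterion met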
* hit, by the source's call; ? = inconclusive; . = no result given. These rows are one share of the data; count on the stated rates, not on these rows.

SMILES	C2C12 statin	SIRT5 inh	S100A4 MyoIIA	PglD DTNB	E-sel inducer	DENV2 CPE rescue	ERp5 inh
CCOC(=O)c1c(NC(=O)CN(CC)CC)sc2c1CCC2	-1	2	-10	3	.	2	0
CN(C)c1ccc(C(=O)C(=O)N2CCN(c3ccccc3)CC2)cc1	.	-1	1	.	8.0	0	0
C=CC[C@H](CC(=O)N(CCO)Cc1ccccc1)C(=O)NC[C@H](OC(=O)[C@@H](CC=C)CC(=O)OC(C)(C)C)c1ccccc1	-8	.	-3	-3	-0.1	-15	-6
COc1ccc(-c2csc(-c3ccccc3)n2)c(OC)c1	.	-5	-11	.	4.6	-8	-7
COc1ccccc1C(=O)OCC(=O)Nc1ccc(Cl)cn1	.	3	-5	.	0.6	.	?
CCC(=O)Nc1ccc2c(c1)C(=O)N(C)C[C@H](OC)[C@@H](C)CN(Cc1cccnc1)[C@@H](C)CO2	7	0	3	5	0.2	2	-2
Cc1nn(CC(=O)NCCN2CCCCC2C)c(=O)c2cc(-c3ccccc3)nn12 (centres undefined)	-3	-2	-4	-6	0.3	-6	0
COc1ccc(S(=O)(=O)NCc2csc(C)n2)cc1OC	11	-2	0	-1	-0.2	2	1
O=c1[nH]c2ccc(NC(=S)Nc3ccc(F)cc3)cc2[nH]1	16	-5	-1	5	-0.5	-1	12
CCCCNS(=O)(=O)CCNCc1ccc(OC)cc1	-6	.	-21	5	-0.3	-4	1
CC(=O)Nc1ccc(NC(=O)CSc2nc(N)c(NC(=O)c3ccccc3F)c(=O)[nH]2)cc1	1	0	?	-1	0.4	-9	0
CCOC(=O)C1=C(COC(=O)/C=C/c2ccc(OCC)c(OC)c2)NC(=O)NC1C (centres undefined)	.	-3	17	.	0.0	?	-4
O=C(c1ccc(CS(=O)Cc2ccccc2Cl)o1)N1CCN(c2cccc(Cl)c2)CC1 (centres undefined)	30	4	-6	1	.	11	6
COc1cc(CC(=O)N(c2ccccc2)c2nc(C)cs2)cc(OC)c1OC	.	-4	0	.	-1.9	1	-1
O=C1c2ccccc2N2C(=O)c3ccccc3C2N1Cc1ccco1 (centres undefined)	-10	.	-1	0	.	.	.

Quoted at random: six entries already listed, in no set order.
SMILES	C2C12 statin	SIRT5 inh	S100A4 MyoIIA	PglD DTNB	E-sel inducer	DENV2 CPE rescue	ERp5 inh
COc1cc(CC(=O)N(c2ccccc2)c2nc(C)cs2)cc(OC)c1OC	.	-4	0	.	-1.9	1	-1
COc1ccc(-c2csc(-c3ccccc3)n2)c(OC)c1	.	-5	-11	.	4.6	-8	-7
COc1ccccc1C(=O)OCC(=O)Nc1ccc(Cl)cn1	.	3	-5	.	0.6	.	?
CCOC(=O)C1=C(COC(=O)/C=C/c2ccc(OCC)c(OC)c2)NC(=O)NC1C (centres undefined)	.	-3	17	.	0.0	?	-4
O=C1c2ccccc2N2C(=O)c3ccccc3C2N1Cc1ccco1 (centres undefined)	-10	.	-1	0	.	.	.
C=CC[C@H](CC(=O)N(CCO)Cc1ccccc1)C(=O)NC[C@H](OC(=O)[C@@H](CC=C)CC(=O)OC(C)(C)C)c1ccccc1	-8	.	-3	-3	-0.1	-15	-6

Next section:
SMILES	C2C12 statin	SIRT5 inh	S100A4 MyoIIA	PglD DTNB	E-sel inducer	DENV2 CPE rescue	ERp5 inh
COCCNc1nc(-c2cc(F)ccc2C)c2sc(-c3ccccc3)cc2n1	-26	-1	11	0	0.4	-1	2
C[C@H]1CN([C@@H](C)CO)C(=O)c2cc(-c3ccc(F)cc3)cnc2O[C@@H]1CN(C)C(=O)Cc1ccccc1	2	3	9	3	-0.2	7	-1
C[C@@H]1CN([C@@H](C)CO)C(=O)c2cc(NC(=O)Nc3ccc(F)cc3)ccc2O[C@H]1CN(C)Cc1ccccc1	-13	-2	-51	6	-0.3	13	-1
O=C(COC(=O)c1cccc([N+](=O)[O-])c1)NNC(=O)c1cccs1	3	-4	-2	4	-1.2	-2	1
CC1CCCC(NC(=O)c2cc(S(=O)(=O)N3CCCCC3)c[nH]2)C1C (centres undefined)	1	-2	-4	-4	0.3	?	0
CSc1ccc(CN2C(=O)NC3(CCCCCC3)C2=O)cc1	.	1	-4	.	-2.3	-2	-3
CN(C)c1nnnn1-c1ccc(Oc2ncc(C(F)(F)F)cc2Cl)cc1	4	1	7	.	.	1	0
C[C@H](CO)N1C[C@H](C)[C@H](CN(C)C(=O)CCCN(C)C)OCCCC[C@H](C)Oc2ccc(NC(=O)C3CCCCC3)cc2C1=O	.	-2	30	2	0.0	1	-2
COc1ccc(/C=C/C(=O)c2c(O)c(OC)c3occc3c2OC)cc1	.	-4	7	.	.	0	3
CCCCn1c(N)c(N(CC)C(=O)c2cccc(S(=O)(=O)N3CCN(C)CC3)c2)c(=O)[nH]c1=O	.	0	-3	.	0.0	6	4
O=C(O)c1ccc(Nc2cc(Cl)c3nonc3c2[N+](=O)[O-])cc1	5	2	0	6	-0.1	16	-2
CCCC(=O)Nc1ccc2c(c1)C(=O)N(C)[C@H]1CC[C@@H](CC(=O)NCCc3ccncc3)O[C@@H]1CO2	0	-1	2	2	0.1	0	-7
Cc1cc(=O)[nH]c(SCC(=O)N2CCCC2)n1	1	-3	0	-1	.	5	3
CCN1CCN(CCNC(=O)c2cc(Cl)c(NC(=O)C3=C(C)OCCS3)cc2OC)CC1	-1	1	126*	0	.	-2	-1
CCN1CCN(c2nc3c(C)cccn3c(=O)c2/C=C(\C#N)C(=O)NCCOC)CC1	-5	-35	4	2	-0.1	2	3
O=C(C[C@@H]1C[C@@H]2c3cc(NC(=O)Cc4ccncc4)ccc3O[C@@H]2[C@H](CO)O1)NCc1ccccn1	-5	-2	9	2	-0.3	2	-7
COc1ccc2oc(C(=O)OCC(=O)N(Cc3ccccc3)C(C)C)c(C)c2c1	.	1	1	.	1.8	-5	0
C[C@@H](NC(=O)C[C@H]1CC[C@@H](NC(=O)CN2CCOCC2)[C@@H](CO)O1)c1ccccc1	-2	17*	5	0	-0.3	5	7
COc1ccc(N)cc1-n1cnnn1	.	-3	-5	.	-1.2	1	3
O=C(C[C@H]1CC[C@@H](NS(=O)(=O)c2ccccc2)[C@H](CO)O1)NCCN1CCCCC1	-1	-4	12	0	-0.8	-6	0
O=C(c1cnc(Cl)c(Cl)c1)N1CCN(S(=O)(=O)c2ccc(F)cc2)CC1	-2	1	-8	-17	8.1	2	2
CCOC(=O)[C@H]1[C@H]2COc3ccccc3[C@@H]2N2C(=O)c3cc(C)ccc3NC(=O)[C@@]12C	5	.	-3	-1	-0.3	5	1
N#CC1(NC(=O)CN2C(=O)NC(c3ccccc3)(c3ccccc3)C2=O)CCCC1	4	-1	4	0	-0.8	-7	5
Cc1c(C(=O)NCc2ccc(Cl)c(Cl)c2)sc(=O)n1Cc1ccc(C(=O)N(C)C)cc1	-9	.	2	-3	.	0	-4
Cc1ccc(/C=C/C(=O)O)cc1S(=O)(=O)Nc1ccccc1C(=O)O	-1	0	6	.	1.6	5	2
Cc1cc(Nc2ccc(Cl)cc2)nc(N2CCOCC2)n1	.	.	-6	-2	0.3	7	5
O=C(Cc1ccccc1)N/N=C/c1cc(Br)cc(Cl)c1O	.	.	1	.	.	1	-8
O=C(Nc1ccc2c3c(cccc13)CC2)c1cccc([N+](=O)[O-])c1	.	2	-5	.	-2.4	3	7
Oc1ccccc1Nc1ccccn1	8	-2	17	3	-0.1	10	-2
COc1cccc(C(=O)Nn2cnnc2)c1	.	-5	6	.	.	-2	6
CC(OC(=O)COc1cccc2c1OC(C)(C)C2)C(=O)Nc1ccc(S(N)(=O)=O)cc1 (centres undefined)	6	1	-3	-5	.	0	2
CSc1nsc(SCC(=O)Nc2ccc(NC(C)=O)cc2)n1	2	1	-7	3	-0.1	0	3
CC1CN(c2nnc(-c3ccccc3)c3ccccc23)CC(C)O1 (centres undefined)	.	8	4	.	.	4	-2
O=C(COc1ccc(Br)cc1)NCCN1CCCC1	0	-2	-2	5	-0.1	3	-1
COc1ccc(-c2ccc(C3[C@H]4CNC[C@@H]3N4Cc3nccs3)cc2)cc1 (some centres undefined)	.	2	-6	.	0.3	-7	4
Cc1cccnc1NC(=O)c1ccco1	-3	-5	-8	0	0.4	-6	-7
C[C@@H]1CN([C@@H](C)CO)S(=O)(=O)c2ccc(C3=CCCCC3)cc2O[C@@H]1CN(C)S(C)(=O)=O	6	-4	0	-1	-0.3	-1	-2
Fc1ccc(CN2CC[C@H]3C=CCc4cccc(c43)C2)cc1	3	.	1	-1	0.2	.	5
C[C@@H]1CN([C@@H](C)CO)C(=O)c2cc(NS(=O)(=O)c3ccc(Cl)cc3)ccc2O[C@@H](C)CCCCO[C@H]1CN(C)S(=O)(=O)c1ccc(F)cc1	.	13	-2	-1	-0.1	-8	-1
C[C@H](CO)N1C[C@H](C)[C@@H](CN(C)CC2CCCCC2)OCCCC[C@H](C)Oc2ccc(NC(=O)Nc3ccc(F)cc3)cc2C1=O	.	-8	10	-1	0.3	11	-7
COc1c(C)cc(Br)cc1C(=O)NC(=S)Nc1ccc(Cl)c(C(=O)O)c1	9	-1	4	-1	.	-1	-6
COc1cccc(S(=O)(=O)N[C@@H]2C=C[C@H](CC(=O)NCc3ccc(F)cc3)O[C@@H]2CO)c1	-10	10	9	0	0.2	33*	0
C[C@@H]1CN([C@@H](C)CO)C(=O)c2cc(-c3cccnc3)cnc2O[C@@H]1CN(C)C(=O)Nc1ccc(F)cc1	-12	-1	-4	4	0.1	-6	-2
C=C(C)/C=N/NC(=S)Nc1ccc(S(=O)(=O)N2CCOCC2)cc1	.	2	0	2	6.6	3	2
Cn1cccc1/C=C1\SC(=S)N(NC(=O)c2ccc(F)cc2)C1=O	.	-2	-2	.	.	-1	-1
O=C(CCn1c(=O)c2cccn2c2cccnc21)NCCCN1CCN(c2ccc(F)cc2)CC1	-7	.	-4	3	.	0	4
O=C(O)c1ccc(/C=C2\SC(=Nc3ccccc3)N(c3ccccc3)C2=O)cc1	.	1	-1	.	.	-3	-5
CCOc1ccc(N2CC(C(=O)N3CCN(c4ccccn4)CC3)CC2=O)cc1 (centres undefined)	.	1	-5	.	0.0	-4	-1
CCc1cc(C(=O)OC)c(NC(=O)CC2SC(=NC)N(C)C2=O)s1 (centres undefined)	9	-6	-18	.	.	4	5
COc1ccc(NC(=O)Nc2ccc3c(c2)C(=O)N([C@@H](C)CO)C[C@H](C)[C@H](CN(C)C(=O)Nc2ccccc2)OCCCC[C@@H](C)O3)cc1	1	8	-5	2	.	1	0
COc1ccc(NC(=O)c2cccc(S(=O)(=O)N3CCOCC3)c2)cc1	0	.	-9	3	1.5	-11	3
CC(C)C#Cc1ccc([C@H]2[C@H]3CN(C(=O)Cc4ccccc4)CC(=O)N3[C@H]2CO)cc1	.	-3	-3	.	0.1	0	7
Cc1nn(CC(=O)OCC(=O)NCCc2ccc(F)cc2)c(C)c1[N+](=O)[O-]	4	2	3	-1	.	-4	-11
COc1ccc(S(=O)(=O)Nc2ccc3c(c2)C(=O)N([C@H](C)CO)C[C@H](C)[C@@H](CN(C)C(=O)c2ccccc2)OCCCC[C@H](C)O3)cc1	28	13	-2	2	-0.2	-2	0
Cc1noc(C)c1NC(=O)Nc1ccc2c(c1)CC(=O)N([C@@H](C)CO)C[C@H](C)[C@H](CN(C)C(=O)Nc1ccc(F)cc1)O2	13	-9	6	0	0.8	?	-1
COC(=O)[C@]12C[C@H](CC(=O)N3CCN(C(=O)c4ccco4)CC3)C(=O)N(Cc3ccccc3)C1=C[C@H](C1CCCC1)O[C@@H]2C	.	.	1	.	-0.2	-5	1
S=C(Nc1ccc(Cl)c(Cl)c1)N1CCOCC1	.	-5	-1	.	-0.5	-3	6
